PKM2 activator: increases activity of human pyruvate kinase M2; 260,000 tested, 0.34% active; Potency, µM (titrated, usually from 57.5 µM), for the others: at the top dose activation, usual class: activators; purified PKM2, Kinase-Glo ATP luminescence, activation; response scale: 0% is enzyme alone, no compound; P14618; note: potency is the fitted concentration of half-maximal effect; % is set by controls: 0 for no effect and ±100 for the full control effect; nearly all actives have a fitted effect of over 55% in size
Target sequence (P14618 whole entry, looked up): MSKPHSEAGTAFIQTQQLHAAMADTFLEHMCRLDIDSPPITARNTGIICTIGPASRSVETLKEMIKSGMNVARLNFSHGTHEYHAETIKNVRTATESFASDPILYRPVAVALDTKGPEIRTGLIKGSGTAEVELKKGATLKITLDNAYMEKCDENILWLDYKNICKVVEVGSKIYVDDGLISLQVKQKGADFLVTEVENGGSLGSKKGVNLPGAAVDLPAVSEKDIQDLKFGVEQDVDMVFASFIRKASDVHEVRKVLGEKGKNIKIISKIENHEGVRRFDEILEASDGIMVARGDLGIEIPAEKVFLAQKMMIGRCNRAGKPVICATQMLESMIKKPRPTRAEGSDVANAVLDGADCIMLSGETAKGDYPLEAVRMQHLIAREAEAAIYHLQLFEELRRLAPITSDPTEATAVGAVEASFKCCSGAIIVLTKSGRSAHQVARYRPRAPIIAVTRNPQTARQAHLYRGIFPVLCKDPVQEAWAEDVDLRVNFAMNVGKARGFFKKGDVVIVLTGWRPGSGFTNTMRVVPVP
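Purified hPK-M2 (>95% pure) converted ADP (0.1 mM final) to ATP with 0.5 mM PEP in 50 mM imidazole pH7.2, KCl, MgCl2, Tween 20, BSA; 1 h at room temperature. ATP detected by Kinase-Glo luminescence.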
ELG1 genotoxic: genotoxicity induction in ELG1-luciferase HEK293T cells | HEK293T ELG1-luciferase reporter, luminescence, 16 h | Potency, µM (top dose mostly 46 µM), for inactives: top-dose activity change, positive = activation, actives largely listed as activators | 330,000 tested, 1.3% active; note: potency is the fitted concentration of half-maximal effect; % of control where 0% means no effect; nearly all actives have a fitted effect of over 60% in size
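ELG1-luciferase HEK293T cells, 2,000/well; compound pinned in; 16 hr, 37 °C, 5% CO2; ONE-Glo, 30 min RT; luminescence on CCD imager.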
Giardia killer: kills Giardia lamblia; Giardia lamblia trophozoite viability; activity change, % at 7.66 µM, hits read low; 340,000 tested, 0.15% active; in the data active = activity change below about -80%; inconclusive = between about -30% and that limit;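 note: parasites exposed to compound for two days anaerobically before the ATP read; % is set by controls: 0 for no effect and ±100 for the full control effect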
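Killing of trophozoites was scored by loss of ATP luminescence after a 48 hrs anaerobic exposure to compounds at 37 deg C, using 100 cells per well.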
NPC1 promoter act: activates the NPC1 promoter. Huh7 NPC1 promoter luciferase reporter, 24 h. Potency, µM (highest dose often 9.22 µM), without a hit: top-dose activation, actives largely listed as activators. 320,000 tested, 2.4% active. AID 485313;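 note: potency is the fitted concentration of half-maximal effect; % of control where 0% means no effect; nearly all actives have a fitted effect of over 60% in size; reporter is driven by a mutant NPC1 promoter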
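Stably transfected Huh7 (NPC1 promoter→luciferase), 1500 cells/well in Opti-MEM + 10% FBS, 2 h settle, then compound 24 h at 37 °C. Luminescence after 10 min with Amplite reagent.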
BRCA1 expr up: activators of BRCA1 expression. Potency, µM (top dose mostly 46.1 µM), for inactives: top-dose activation, usual class: activators. MCF7-BRCA1-FFLuc reporter, luminescence, 48 h; response scale: scaled: vehicle 0%, 10 µM genistein 100%. 380,000 tested, 1.1% active. AID 624202; note: potency is the fitted concentration of half-maximal effect; nearly all actives have a fitted effect of over 80% in size; some results filed as inactive show a strong effect at the top dose
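MCF7-BRCA1-FFLuc, 2000 cells/well; 2 h attach, 37 °C/5% CO2; compound 48 h; luciferase substrate 15 min; luminescence end-point. Norm. to genistein 10 microM max activation and DMSO; concentration-response curves fitted.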
Menin MLL FP TR: menin-MLL binding inhibition, Texas Red mutant peptide | AID 1768 | Menin + Texas Red MLL mutant peptide, fluorescence polarization | 270,000 tested, 0.23% active | Potency, µM (doses to about 61.6 µM), without a hit: at the highest dose FP activity change, negative = inhibition, most hits filed as inhibitors; active = well fitted inhibition curve with a large enough effect in the polarisation, with a control signal flat, not every such curve was filed as active; inconclusive = small, poorly fitted or top-dose-only effect, or effect the other way, or a change in a side signal; inactive = no such curve, though single readings can be large or run the other way; the % refers to the polarisation; note: potency is the fitted concentration of half-maximal effect; % of control where 0% means no effect; many of its hits are not listed in these tables
RORgamma inh: ROR gamma (mouse) transcription inhibition; P51450; Potency, µM (highest dose often 53.6 µM), for inactives: at the highest dose activity change, negative = inhibition, usual class: inhibitors; 310,000 tested, 5.4% active; Drosophila S2 Gal4-RORgamma UAS-luciferase reporter, 20 h; note: potency is the fitted concentration of half-maximal effect; % is set by controls: 0 for no effect and ±100 for the full control effect; nearly all actives have a fitted effect of over 60% in size
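Drosophila Schneider cells stably carrying a metallothionein-driven Gal4 DBD–ROR gamma fusion and a UAS-Photinus luciferase reporter were exposed to compound for 1 hr, then induced with copper sulfate (700 uM final) for 20 hr at ambient temperature before luminescence reading.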
Rab9 promoter act: Rab9 promoter activation; Huh7 Rab9 promoter-luciferase reporter, luminescence, 24 h; Potency, µM (titrated, usually from 9.22 µM), without a hit: at the highest dose activation, negative = inhibition, hits mostly activators; 320,000 tested, 2.8% active; note: potency is the fitted concentration of half-maximal effect; % of control where 0% means no effect; nearly all actives have a fitted effect of over 60% in size
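Rab9 promoter-driven luciferase in stably transfected Huh7 cells; 1500 cells/well rested 2 h, exposed to compound in DMSO for 24 h at 37 °C, 5% CO2. Luminescence read 10 min after adding luciferase reagent at ambient temperature.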
p53 reactivator: restores transcriptional activity of mutant p53; H1299 p53-A138V BP100-luciferase reporter, luminescence, 24 h; Potency, µM (series often up to 92.2 µM), for inactives: at the highest dose activity change, positive = activation, actives largely listed as activators; 320,000 tested, 0.063% active; AID 504706; note: potency is the fitted concentration of half-maximal effect; % of control where 0% means no effect; nearly all actives have a fitted effect of over 45% in size
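p53-null H1299 cells stably carrying temperature-sensitive p53-A138V and a BP100-luciferase reporter were pinned with compounds (4-point, 1:5 series) and held 24 hrs at 37 deg C. Luminescence was read 10 min after detection reagent.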
FLuc counter: firefly luciferase modulation, counter-screen for miR-21 project; P08659; purified FLuc, Km substrates, luminescence inhibition; Potency, µM (top dose mostly 57.5 µM), for the others: top-dose activity change, negative = inhibition, hits mostly inhibitors; 360,000 tested, 6.9% active; AID 588342;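 note: potency is the fitted concentration of half-maximal effect; plate controls were vehicle for no effect and reference inhibitor for full effect; nearly all actives have a fitted effect of over 55% in size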
Target sequence (P08659 whole entry, looked up): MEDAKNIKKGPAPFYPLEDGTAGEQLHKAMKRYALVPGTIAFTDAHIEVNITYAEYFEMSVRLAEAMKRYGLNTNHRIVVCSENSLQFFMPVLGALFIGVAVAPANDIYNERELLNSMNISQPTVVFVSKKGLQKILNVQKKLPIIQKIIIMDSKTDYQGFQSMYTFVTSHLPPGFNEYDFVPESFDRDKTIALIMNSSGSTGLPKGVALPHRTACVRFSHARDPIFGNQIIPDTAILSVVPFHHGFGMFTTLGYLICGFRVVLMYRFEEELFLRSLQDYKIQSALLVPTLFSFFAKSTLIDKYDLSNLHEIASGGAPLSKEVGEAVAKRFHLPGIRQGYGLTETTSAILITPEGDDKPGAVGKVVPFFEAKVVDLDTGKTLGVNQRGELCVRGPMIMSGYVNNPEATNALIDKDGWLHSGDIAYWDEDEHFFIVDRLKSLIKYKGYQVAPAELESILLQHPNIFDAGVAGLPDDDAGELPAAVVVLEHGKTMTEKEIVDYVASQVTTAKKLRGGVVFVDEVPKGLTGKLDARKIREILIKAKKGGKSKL
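Purified P. pyralis luciferase (10nM final) with 10uM D-luciferin and 10uM ATP (Km levels) in 50mM Tris acetate pH 7.5, 10mM Mg acetate, 0.01% Tween-20, 0.05% BSA; qHTS 6-point titration, ~60 µM downward; luminescence read.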
VP16 counter: inhibits Gal4-VP16 luciferase reporter, ROR gamma counter-screen; Potency, µM (highest dose often 53.6 µM), for inactives: at the highest dose activity, negative = inhibition, actives largely listed as inhibitors; 310,000 tested, 3.5% active; AID 2546; Drosophila S2 Gal4-VP16 UAS-luciferase, luminescence, 20 h;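 note: Gal4-VP16 expression switched on by copper sulfate through the metallothionein promoter; potency is the fitted concentration of half-maximal effect; % is set by controls: 0 for no effect and ±100 for the full control effect; nearly all actives have a fitted effect of over 50% in size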
* marks the source's active call; other numbers are inactive results; ? = inconclusive; · = not tested or not shown; [ ] = another dose, or the depositor's remark. Unless noted, calls come from the whole dose curve; as a rule, active = well fitted curve in the direction sought with a large enough effect; inconclusive = small, poorly fitted or top-dose-only effect, or another doubt; inactive = no such curve, though single readings can be large; an effect the other way counts as inactive or inconclusive.

Second line of a record – PKM2 activator, ELG1 genotoxic, Giardia killer, NPC1 promoter act, BRCA1 expr up, Menin MLL FP TR, RORgamma inh, Rab9 promoter act, p53 reactivator, FLuc counter, VP16 counter
CCOc1nc(OCC)nc(-n2cc(-c3ccccc3)nn2)n1
    -7%, -1%, 27, -5%, -7%, -20%, -8%, 4%, -3%, 0%, -13%
CC(C)CN1C(=O)c2ccc(C(=O)Nc3c[nH]c(=O)[nH]c3=O)cc2C1=O
    2%, 6%, -19, -4%, -9%, 4%, 6%, 0%, -1%, 0%, -9%[10 µM]
COC(=O)c1ccc(/C=N/NS(=O)(=O)c2cc(C)ccc2C)cc1
    8%, 7%, -14, 6%, 16%, -9%, -2%, 14%, 9%, 1%, 13%
O=C(Nc1ccc2c(c1)OCCO2)C1CCCN(S(=O)(=O)c2cccs2)C1 (configuration not stated)
    0%, -3%, 4, -1%, 11%, -1%, 43%, 0%, 3%, ?, 2%
COc1ccc(O)c(C(=O)C2c3ccccc3C(=O)N2c2ccc(C)cc2)c1 (configuration not stated)
    22%, ?, 10, ?, 43%, ·, 44%, ?, 4%, ?, ?
Cc1ccc(S(=O)(=O)Nc2cc(=O)[nH]c3c2CCC3)cc1
    10%, 7%, 12, 22%, 73%, -1%, 25%, 15%, 17%, ?, 4%
O=C(Cn1c(=O)cnc2ccccc21)Nc1cccc(S(=O)(=O)N2CCOCC2)c1
    ·, 1%, 9, 1%, -11%, ·, ·, -1%, -5%, 3%, ·
Cc1ccc(C)c(NC(=S)NCc2ccc3c(c2)OCO3)c1
    -7%, -4%, -11, -4%, -11%, 13%, ?, -9%, -8%, 5%, -6%[0.365 µM]
CCCCC1=CC2=C(c3ccco3)C(=O)C(C)(OC(=O)c3ccc(OC)cc3)C(=O)C2=CN1Cc1ccc2c(c1)OCO2 (configuration not stated)
    ?, 3%, 1, -4%, -14%, -13%[11.7 µM], 12%, 0%, 1%, 3%, 17%
COc1ccc(-c2cc([C@H]3[C@H]4C=CC[C@@H](C)[C@@H]4C(=O)N3Cc3ccccc3)ccc2F)cc1
    -2%, -2%, -14, -9%, -5%, ·, -16%, -8%, 4%, -1%, 3%
Cc1nnc(NC(=O)c2ccc(S(=O)(=O)N3CCCCCC3)cc2)o1
    3%, 2%, 2, -5%, -18%, 19%, 0.71µM*, 3%, -4%, -2%, 1.3µM*
Cc1cc(NC(=O)COc2ccccc2C)no1
    2%, ?, 4, 3.2µM*, 32%, -9%, -27%, 3.2µM*, 7%, 17µM*, -9%
Cc1c(C(=O)NNC(=O)c2ccncc2)oc2ccccc12
    ·, -3%, 2, 9%, -8%, ·, ·, 0%, 5%, ?, ·
NC(=O)CC(NC(=O)c1ccc(Br)cc1)c1ccc(NCc2ccc(F)c(F)c2)c([N+](=O)[O-])c1 (configuration not stated)
    -1%, -3%, -7, -2%, -40%, ·, ?, -16%, -1%, 0%, 3%
Cc1cc(NC(=O)CSc2nc3c(C)ccc(C)c3cc2C#N)no1
    3%, 17%, -9, -16%, 19%, ?, -20%, 0%, 12%, 0%, -9%
O=C(CCNS(=O)(=O)c1ccccc1)OCC(=O)c1ccc(Br)cc1
    ·, 2%, 4, -3%, -2%, ·, ·, -3%, -1%, 1%, ·
CN1CCN(C2=CC(=O)OC23CCCCC3)CC1
    -1%, -1%, 14, -1%, -17%, 1%, -31%, -8%, 4%, -2%, 3%
O=C(c1ccccc1)N1CCCN(c2nccc(C(F)(F)F)n2)CC1
    -39%, 0%, 4, -2%, -1%, ·, 10%, -2%, -3%, 0%, 1%
Cc1cc(NCCN2CCOCC2)n2nc(C)c(-c3ccc(Cl)cc3)c2n1
    9%, -37%[inhibitor], -15, 0%, -46%, 13%, -38%, -1%, -3%, 2%, -15%
CC(NC(=O)C12CC3CC(CC(C3)C1)C2)c1ccc2c(c1)OCCO2 (configuration not stated)
    2%, 0%, -14, -3%, -28%, -15%, 1%, -3%, 2%, 0%, 0%
Cc1ccc(NC(=O)CSc2nnc(CNC(=O)c3cccs3)o2)cc1
    4%, -2%, -5, -5%, -3%, 15%, -7%, -1%, 1%, -2%, -3%
CC(C)[C@H](NC(=O)[C@@H]1Cc2ccccc2CN1C(=O)OC(C)(C)C)C(=O)NCC1CCCO1 (some centres not stated)
    ·, 3%, -4, -5%, -3%, -11%, -3%, -4%, -3%, 0%, 0%
O=C(CN(c1ccccc1)S(=O)(=O)c1ccccc1[N+](=O)[O-])N1CCCC1
    1%, 0%, 0, 4%, -24%, 2%, -16%, 6%, 1%, 0%, -5%
O=C(c1cccc(N2C(=O)C3C4C=CC(C4)C3C2=O)c1)N1CCN(c2ccccc2)CC1 (configuration not stated)
    9%, -1%, 7, -4%, -29%, ?, 15%, 0%, -2%, 2%, 5%
CCOC(=O)c1ccccc1NC(=O)CN(c1ccccc1C)S(C)(=O)=O
    -1%, -1%, -4, 2%, 2%[1.84 µM], -5%, -6%, 2%, -4%, -1%, 7%
COc1ccc(Cl)cc1NC(=O)NNC(=O)c1ccccn1
    ·, -5%, 7, -4%, -7%, ·, 4.5µM*, -1%, -6%, -9%, 7.1µM*
CN(CCc1ccccc1)C(=O)CCc1nnc(Cc2ccc3c(c2)OCO3)o1
    -1%, 8%, 4, -1%, -8%, ·, 1%, ?, 9%, -11%, 14%
Cc1ccc(NC(=O)C2CCCN(C(=O)c3ccc(Cl)cc3)C2)cc1S(=O)(=O)N1CCOCC1 (configuration not stated)
    0%, -10%, 12, -11%, -25%, 4%, 26%, -12%, -3%, 5%, 0%
C/C(CC(=O)Nc1cccc(Cl)c1Cl)=N\NC(=O)c1ccccc1N
    8%, 7%, 40[activator], 1%, 52%, 3%, 13µM*, -6%, 1%, -5%, -83%
O=C(c1cn(-c2ccccc2)nc1-c1ccc(Cl)s1)N1CCOCC1
    3%, 2%, 17, -2%, -27%, -4%, 1%, -8%, -9%, 17µM*, -5%[0.365 µM]
CCOC(=O)C1CCCCN1Cc1cccc(OC)c1OC (configuration not stated)
    9%, -4%, 23, -2%, 10%, -2%, 15%, -5%, 2%, 0%, 2%
O=C(O)c1ccccc1C(=O)Nc1ccc(Br)c(C(F)(F)F)c1
    5%, 1%, -28, -4%, 10%, ·, 23%, 0%, 1%, 19µM*, -5%
COC(=O)c1ccc(/C=C/c2c(-c3ccsc3)sc3ccccc23)cc1
    3%, 1%, ?, 5%, 3%, ?, 22%, 0%, 2%, -11%, -1%
COCCn1c(SCC(=O)Nc2ccc(C(N)=O)cc2)nc2c([nH]c3ccccc32)c1=O
    -2%, 8%, -3, -4%, -6%, ·, -22%, 3%, ?, 3%, 4%
CC(/C=N/NC(=O)CNc1n[nH]c(=O)[nH]c1=O)c1ccccc1 (configuration not stated)
    2%, 1%, -26, 0%, 0%, ·, 42%, 8%, 1%, 0%, 1%
Cc1ccccc1Nc1nc(N)nc(CN2CCN(C(=O)c3ccccc3)CC2)n1
    -2%, 4%, -16, -5%, -1%, -9%, -2%, 2%, -2%, -3%, 20%
COc1ccc2cc(C(=O)CS(=O)(=O)c3ccccc3)c(=O)oc2c1
    ·, ?, -4, -11%, 8%, ·, -17%, 0%, 1%, 0.95µM*, -22%
O=C(NNS(=O)(=O)c1ccccc1[N+](=O)[O-])c1ccc(O)cc1
    -1%, 5%, -10, 17%, 5%, -11%, -15%, 9%, 12%, -9%, 9%
O=C1Cc2cc(S(=O)(=O)Nc3ccccc3Cl)cc3c2N1CCC3
    ·, -5%, 4, -2%, 8%, ·, 20%, -3%, 0%, 2%, 4%
Cc1cc(C)c(Nc2cc(S(=O)(=O)O)c(N)c3c2C(=O)c2ccccc2C3=O)c(C)c1
    -28%, -1%, -1, 1%, -27%, ?, -37%, -8%, -26%, ?, ?
Cc1cc(CNC(=O)c2cc(Br)ccc2Cl)nn1C
    5%, 5%, -14, 1%, 4%, -6%, ?, -5%, -1%, 5%, -2%
COc1ccc2c(CC(=O)Nc3ccccc3N3CCOCC3)coc2c1
    -7%, -5%, 6, -1%, -14%, ·, 46%, -4%, -2%, -1%, 4%
O=C(Cn1c(C(=O)N2CCc3ccccc3C2)cc2sccc21)c1ccccc1
    3%, -8%, -5, -1%, -38%, -5%, -7%[10 µM], -4%, -5%, -1%, 3%
Cc1nnc(NC2CCCCC2)[nH]c1=O
    -3%, -1%, 0, 0%, 5%, 0%, 2%, -2%, 5%, 4%, -2%
COc1ccccc1N1CCN(C(=O)CSc2nnc3c4ccccc4nc(Cc4ccccc4)n23)CC1
    17%, -9%, ·, -5%, ·, -17%, -11%, -1%, -6%, -1%, -3%

Screens as filed in PubChem BioAssay.

Not all compounds are listed. The share of hits here may be higher or lower than overall.
